ALOX15B inhib: 15-hLO-2 (ALOX15B) enzyme inhibition; O15296; purified 15hLO-2, xylenol orange hydroperoxide absorbance; Potency, µM (doses to about 57.1 µM), for inactives: top-dose activity change, negative = inhibition, most hits filed as inhibitors; actives 0.56% (n = 110,000); AID 881; note: potency is the fitted concentration of half-maximal effect; nearly all actives have a fitted effect of over 60% in size; many of its hits are not listed in these tables
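Purified human 15hLO-2 (50 nM) preincubated 15 min with compound, then 45 uM arachidonic acid for 90 min at RT in 25 mM Hepes pH 7.5, 0.01% Triton X-100. Hydroperoxide detected by Fe-xylenol orange; 573/405 nm absorbance ratio.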
IMPase cell inh: membrane-permeable compound that blocks inositol monophosphatase. P97697. CHO-M1 cells, IP1 accumulation, HTRF TR-FRET ratio. inhibition (IP1 accumulation), % at 46.1 µM. 120,000 tested, under 10 active; active = well fitted curve in the direction sought with a large enough effect in the signal ratio, not every such curve was filed as active; inconclusive = small, poorly fitted or top-dose-only effect, or a change in a side signal; inactive = no such curve, though single readings can be large or run the other way; the % refers to the signal ratio;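 note: cells stimulated with carbachol in lithium chloride buffer; plate controls were DMSO basal wells for no effect and reference inhibitor wells for full effect; higher means more IMPase inhibition seen as more IP1 and lower FRET ratio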
Target sequence (P97697 whole entry, looked up): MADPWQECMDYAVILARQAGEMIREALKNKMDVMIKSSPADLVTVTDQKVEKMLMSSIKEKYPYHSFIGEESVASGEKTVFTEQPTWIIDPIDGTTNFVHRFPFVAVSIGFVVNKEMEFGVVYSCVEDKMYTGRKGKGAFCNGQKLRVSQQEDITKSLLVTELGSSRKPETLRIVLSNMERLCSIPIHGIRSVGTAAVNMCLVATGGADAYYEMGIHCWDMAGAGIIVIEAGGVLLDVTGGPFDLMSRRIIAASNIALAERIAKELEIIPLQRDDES
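Measured: the HTRF emission ratio (665/620 nm) plus the 620 nm donor channel, each fitted to the Hill equation to give AC50. Cells were CHO-M1 given compounds up to 46 uM and a 30 min carbachol stimulation at 37C.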
PNC inhibitor: perinucleolar compartment assembly inhibition; activity change (PNC), negative = inhibition, % at 10 µM; actives 3.1% (n = 140,000); PC3M PTB-GFP, PNC prevalence imaging, 16 h; active compounds read low;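 active = readout at or below -70, meaning at least 70% loss of cells showing the perinucleolar compartment, a nuclear body marking cancer cells; inconclusive = readout between -30 and a set limit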;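 note: plate controls were DMSO wells for no effect and camptothecin positive control wells for full effect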
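PC3M cells stably expressing PTB-GFP, 750–1000 cells/well, treated 16 h at 37 °C with compound (23 nl of library stock), in duplicate. After paraformaldehyde fixation and Hoechst stain, imaged at 20x; PNC prevalence scored by image analysis.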
12-hLO inh: 12-hLO (ALOX12) enzyme inhibition; actives 0.12% (n = 150,000); P18054; Potency, µM (highest dose often 57.1 µM), for inactives: top-dose activity change, negative = inhibition, actives largely listed as inhibitors; AID 1452; purified 12-hLO, xylenol orange hydroperoxide absorbance; note: potency is the fitted concentration of half-maximal effect; nearly all actives have a fitted effect of over 55% in size; many of its hits are not listed in these tables
Target sequence (P18054 whole entry, looked up): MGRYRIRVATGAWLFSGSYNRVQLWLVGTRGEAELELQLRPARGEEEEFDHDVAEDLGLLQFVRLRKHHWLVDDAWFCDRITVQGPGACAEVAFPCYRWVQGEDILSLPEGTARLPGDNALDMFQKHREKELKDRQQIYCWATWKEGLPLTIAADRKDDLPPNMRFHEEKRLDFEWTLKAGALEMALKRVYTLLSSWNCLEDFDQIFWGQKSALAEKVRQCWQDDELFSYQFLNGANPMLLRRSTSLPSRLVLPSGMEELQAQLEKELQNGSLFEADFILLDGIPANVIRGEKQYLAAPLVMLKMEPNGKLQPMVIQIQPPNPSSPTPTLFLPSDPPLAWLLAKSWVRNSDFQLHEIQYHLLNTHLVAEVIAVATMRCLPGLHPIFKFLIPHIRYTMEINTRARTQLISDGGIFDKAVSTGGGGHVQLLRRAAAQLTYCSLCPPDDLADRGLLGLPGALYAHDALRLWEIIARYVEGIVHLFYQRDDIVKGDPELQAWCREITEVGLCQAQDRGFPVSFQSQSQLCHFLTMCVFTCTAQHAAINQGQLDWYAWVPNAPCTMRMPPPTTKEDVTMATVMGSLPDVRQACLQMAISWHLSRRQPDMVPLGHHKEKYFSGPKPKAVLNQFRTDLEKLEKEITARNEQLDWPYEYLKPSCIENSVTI
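Lipoxygenase turnover measured by absorbance at 573 and 405 nm after Fe-XO development. Human 12hLO 150 nM, arachidonate 40 uM, pH 7.0 Hepes buffer with detergent; 15 min compound preincubation, 30 min reaction.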
* = called active by the depositor; ? = inconclusive; nt = no result given; [ ] = remark or other dose. Unless noted, calls come from the whole dose curve; as a rule, active = well fitted curve in the direction sought with a large enough effect; inconclusive = small, poorly fitted or top-dose-only effect, or another doubt; inactive = no such curve, though single readings can be large; an effect the other way counts as inactive or inconclusive. Unless noted, % is set by controls: 0 for no effect and ±100 for the full control effect.

SMILES	ALOX15B inhib	IMPase cell inh	PNC inhibitor	12-hLO inh
COC(=O)c1cc(COc2ccc3c4c(c(=O)oc3c2)CCCC4)c(C)o1	-7%	-6	-19	1%
O=C(Nc1nnc(SCc2c(Cl)cccc2Cl)s1)C1CCCO1 (stereo not given)	-18%	3	?	-1%
N#C/C(=C(/O)COC(=O)COc1ccc(Cl)cc1)c1nc2ccccc2[nH]1	nt	-4	-11	3%
CCCn1nnc(NC(=O)c2cccc(OCc3ccccc3)c2)n1	-3%	2	-13	0%
Cn1cnc2c1c(=O)n(Cc1ccccc1)c(=O)n2C	2%	7	23	-4%
Cc1noc(C)c1C(=O)Nc1sc(C)c(C)c1C#N	-6%	4	-1	0%
Cc1cccc(Nc2ncccc2C(=O)O)c1C	-4%	6	-12	1%
O=C(/C=C/c1ccc(S(=O)(=O)NCc2ccco2)cc1)NCc1cccc(Cl)c1	nt	nt	15	0%
COc1ccc(CCC(=O)Nc2cc([N+](=O)[O-])ccc2OC)cc1	nt	nt	-5	-2%
COc1cc(NC(=O)c2cc(-c3cccc(O)c3)on2)cc(OC)c1OC	1%	3	-12	2%
O=C(Nc1nc2ccccc2s1)c1cnccn1	-3%	1	-10	-5%
COC(=O)C1=C(C)Nc2ncnn2C1c1ccco1 (stereo not given)	3%	-9	50	1%
O=C1c2ccncc2C(=O)N1C1CCCCC1	0%	1	11	-3%
CCCOc1ccccc1C1CC(=O)NC(C)=C1C(=O)OCC(C)C (stereo not given)	-5%	8	69	-4%
COC(=O)c1ccccc1N/C=C1\CCc2c(c(C)nn2-c2ccccn2)C1=O	2.5µM*	8	?	-21%
CSc1nc2ccc3nc(NC(=O)c4cccs4)sc3c2s1	-1%	2	?	2%
COc1ccc(/C=N/NC(=O)c2nonc2C)cc1	-6%	9	?	-1%
Cc1ccc(SCc2nc3ccccc3n2CC(=O)Nc2c(C)cccc2C)cc1	13%	7	?	-2%
O=C(CCn1ccc2ccccc21)Nc1ccc(N2CCOCC2)cc1	-1%	0	6	-25%
O=Cc1nc(-c2ccc(Cl)cc2)n2ccccc12	nt	-4	92	6%

Quoted from the listing.
Entry of Cc1noc(C)c1C(=O)Nc1sc(C)c(C)c1C#N in 12-hLO inh: 0%
Entry of O=Cc1nc(-c2ccc(Cl)cc2)n2ccccc12 in IMPase cell inh: -4

7 records picked at random from those above:
SMILES	ALOX15B inhib	IMPase cell inh	PNC inhibitor	12-hLO inh
O=C(CCn1ccc2ccccc21)Nc1ccc(N2CCOCC2)cc1	-1%	0	6	-25%
CSc1nc2ccc3nc(NC(=O)c4cccs4)sc3c2s1	-1%	2	?	2%
O=C(Nc1nc2ccccc2s1)c1cnccn1	-3%	1	-10	-5%
CCCn1nnc(NC(=O)c2cccc(OCc3ccccc3)c2)n1	-3%	2	-13	0%
COC(=O)c1cc(COc2ccc3c4c(c(=O)oc3c2)CCCC4)c(C)o1	-7%	-6	-19	1%
O=Cc1nc(-c2ccc(Cl)cc2)n2ccccc12	nt	-4	92	6%
O=C(Nc1nnc(SCc2c(Cl)cccc2Cl)s1)C1CCCO1 (stereo not given)	-18%	3	?	-1%

Other structures.
SMILES	ALOX15B inhib	IMPase cell inh	PNC inhibitor	12-hLO inh
CC12CC(NC(=O)N1CCc1ccccc1)c1ccccc1O2 (stereo not given)	-5%	0	2	-8%
O=C(Nc1ccc(Cl)cn1)c1cnn2cccnc12	-4%	0	-24	-10%
C1=C(CCNc2ncnc3nc[nH]c23)CCCC1	nt	6	?	2%
COc1ccc(NC(=S)N2CCN(C(=O)c3ccco3)CC2)c(OC)c1	nt	nt	75	-2%
O=C(/C=C/c1cccc([N+](=O)[O-])c1)Nc1cccc(NC(=O)c2ccco2)c1	nt	5	11	0%
COc1cccc(N(C(=O)c2ccco2)C(C(=O)NC2CCCC2)c2cccnc2)c1 (stereo not given)	5%	-2	?	3%
COC(=O)c1ccc(COc2cccc(OC)c2)o1	4%	-2	24	0%
C=CC(C)Sc1nc2c(c(=O)n(C)c(=O)n2C)n1Cc1ccccc1Cl (stereo not given)	5%	5	?	-1%
CCn1nc2cc(C(=O)NCC34CC5CC(CC(C5)C3)C4)ccc2c1OC	-13%	7	?	-9%
COc1ccc(S(=O)(=O)Nc2ccc(O)c(Sc3nc4ccccc4s3)c2)cc1	nt	9	84	-18%
Cc1ccc(N2C(=O)c3n[nH]c(C)c3C2c2ccccn2)cc1 (stereo not given)	-7%	1	78	-1%
COc1ccc(OC)c(NC(=O)Cc2coc3ccc4ccccc4c23)c1	-1%	5	-10	1%
CC(=O)NC1C(OCCOc2ccc(Cl)cc2Cl)OC(COC(C)=O)C(OC(C)=O)C1OC(C)=O (stereo not given)	-2%	8	24	-5%
COc1ccc(/C=C/C(=O)Nc2ccccc2C(=O)N2CCCC2)cc1	1%	4	13	-4%
C/C(=N\NC(=O)c1ccncc1)c1cc2ccccc2oc1=O	nt	nt	?	1%
CCOC(=O)N/N=C(\C)c1ccccc1OC(F)F	nt	nt	4	4%
O=C(NCCCN1CCCC1=O)c1ccc(Cl)c(NS(=O)(=O)c2ccc(F)cc2)c1	3%	-16	12	1%
S=c1[nH]nc(-c2cccc(Cl)c2)n1CCN1CCCCC1	nt	nt	19	-1%
CC(C)[C@H](NC(=O)NCc1ccc(Cl)cc1)C(=O)O	2%	4	19	-2%
O=C(CNC(=O)c1cccs1)NCC(=O)OCc1ccc(Cl)cc1Cl	2%	-2	?	1%
CCC(=O)Nc1cc(C(F)(F)F)ccc1N1CCOCC1	1%	-7	23	2%
CC(Nc1ccccc1)c1cc(Cl)ccc1O (stereo not given)	nt	?	?	6%
Cc1cc(N(C)C)c(C#N)c(NCc2ccccc2)n1	7%	11	27	-4%
CCOC(=O)N1CCN(CC(=O)Nc2cccc(Br)c2)CC1	4%	-3	?	-2%
Cc1cc(C)c2cc(CN(CCO)Cc3nnnn3Cc3ccccc3)c(=O)[nH]c2c1	-17%	1	-3	-5%
CCCn1c(C)nc2c(N(C)CCN(C)C)nc(C)nc21	13%	nt	nt	-4%
COCCN(C(=O)CCC(=O)Nc1ccccn1)C(C(=O)NCCC(C)C)c1ccc(OC)cc1 (stereo not given)	3%	?	3	-6%
CN1/C(=C\C=C(/C#N)C(=O)Nc2ccccc2F)C(C)(C)c2ccccc21	nt	nt	-83*	6%
CC1CCCCN1C(=O)NC12CC3CC(CC(C3)C1)C2 (stereo not given)	-3%	-6	-25	-4%
Cc1ccccc1NC(=O)c1ccc(S(=O)(=O)C(F)F)cc1	nt	6	?	4%
COc1ccc(Nc2c3c(nc4c(-c5ccccc5)c(C)nn24)CCC3)cc1	nt	nt	4	-2%
Cc1ccc(C(=O)NN2C(=O)/C(=C/c3cn(C)c4ccccc34)SC2=S)cc1	nt	nt	28	6%
CCOC(=O)N1CCN(c2cc(N)c([N+](=O)[O-])cc2F)CC1	-21%	0	-22	-6%
O=C(CSc1nc(-c2ccco2)cc(C(F)(F)F)n1)NCc1cccs1	-4%	-1	?	-1%
CCOC(=O)c1sc2ccccc2c1OC(=O)c1ccccc1	3%	7	-25	-11%
CCC(=O)Nc1cccc(NC(=S)NC(=O)c2cccs2)c1	nt	nt	-23	-5%
CCC(C)[C@H](NC(=O)NCCCN1CCOCC1)C(=O)OC (stereo not given in full)	1%	8	?	-1%
CCCC(=O)Nc1cccc(NC(=O)c2ccc3c(c2)OCCO3)c1	-7%	-6	5	0%
CC(C)(C)c1nc2c(C#N)c(-c3ccc(Cl)cc3)ccn2n1	4%	11	16	-2%
Cc1cc(C(=O)CN2C(=O)c3ccccc3S2(=O)=O)c(C)n1CC1CCCO1 (stereo not given)	25%	16	5	-5%
CCOC(=O)c1c(NC(=O)CSC2=NN3CCCC(=O)N=C3S2)sc2c1CCCCC2	nt	nt	18	1%
CCCN1C(=O)SC(CC(=O)Nc2ccccc2C)C1=O (stereo not given)	nt	-4	47	2%
N#Cc1ccc2c(c1)N(CCCN1CCC(O)CC1)c1ccccc1S2	37%[activator]	nt	nt	4%
CCNC(=S)Nc1ccc(N(c2ccccc2)C(C)C)cc1	?	10	?	?
CCCc1cc(C(=O)Nc2cc(C)on2)no1	0%	1	-2	5%
C=CCn1c(SCc2ccc(C#N)cc2)nnc1-c1cccc(Cl)c1	-2%	6	?	-4%
COC(=O)NC(=C(Cl)Cl)S(=O)(=O)c1ccccc1	-10%	16	-4	-10%
O=[N+]([O-])c1ccc2c(c1)c(S(=O)(=O)O)cc1nonc12	9%[11.4 µM]	nt	nt	8%[11.4 µM]
c1ccc(COc2ccc(OCCCCN3CCCCC3)cc2)cc1	31%[activator]	16	46	10%
CCOC(=O)N1CCC(NS(=O)(=O)c2cc(Br)cc3c2N(C(=O)CC)CC3)CC1	-2%	4	-4	-7%
CC1CCCN(Cc2nc3c(c(=O)n(C)c(=O)n3C)n2CC(=O)c2ccccc2)C1 (stereo not given)	-1%	22	-9	0%
CCCC(=O)Nc1cc(-c2nnc(OC)c3ccccc23)ccc1N1CCCCC1	1%	11	?	2%
CN1CC[C@@]23c4ccccc4N[C@H]1[C@]21CCN(C)[C@@H]3Nc2ccccc21	11%[25.6 µM]	-6[20.6 µM]	nt	0%[25.6 µM]
CS(=O)(=O)N(CC(=O)NC1CCCC1)c1ccc2c(c1)OCCO2	1%	7	15	7%
O=C(CSc1nncs1)Nc1ccc(Cl)cn1	nt	-12	-8	-1%
CSC(=NCc1ccc(F)cc1)NS(=O)(=O)c1cccs1	nt	4	-26	-2%
Cc1ccc(-n2c(SCC(=O)NCCN3C(=O)CSC3=O)nnc2-c2ccccc2)cc1	nt	nt	31	0%
COc1ccc(NC(=O)N2CC[C@@]3(CCCN(C(=O)c4cnccn4)C3)C2)cc1	7%	nt	nt	8%
Cc1ccc(OCC(=O)N/N=C\c2ccc(-c3cccc(C(=O)O)c3)o2)c(C)c1	nt	3	-2	-4%
COc1ccccc1C1CN(c2ccc(F)cc2F)N=C1c1cccs1 (stereo not given)	-6%	-26	-94*	-17%

Later entries.
SMILES	ALOX15B inhib	IMPase cell inh	PNC inhibitor	12-hLO inh
CCC(C)c1ccc(OCC(=O)O)cc1 (stereo not given)	0%	1	17	-7%
COc1ccc(C2C(=O)N(C3CCCCCC3)CC(=O)N2Cc2ccccc2)cc1OC (stereo not given)	8%	5	65	3%
ON=C1CCN(c2ncc(C(F)(F)F)cc2Cl)CC1	0%	-3	0	-7%
O=P(OC1CCCCC1)(OC1CCCCC1)C(O)c1c(Cl)cccc1Cl (stereo not given)	-7%	12	?	-8%
COc1ccc2ccccc2c1C1CC(=O)N2CN(Cc3ccco3)CSC2=C1C#N (stereo not given)	13µM*	5	3	-13%
Cc1cc(=O)n(C)c(=O)n1CCCCCCOc1ccc([N+](=O)[O-])cc1	nt	nt	15	1%
CC(=O)Nc1ccc(S(=O)(=O)NCc2ccc3c(c2)cc(C)n3C)cc1	-2%	3	2	4%
Cn1cc(CNC(=O)C23CC4CC(CC(C4)C2)C3)cn1	nt	4	-29	-3%
C=CCn1c(=O)c2c(nc3n2CCS3)n(C)c1=O	-3%	0	-5	0%
CC1=Nn2c(nnc2-c2ccccn2)SC1	-5%	-9	?	5%
O=C(O)CCC(NC(=O)OCc1ccccc1)C(=O)O (stereo not given)	-4%	3	0	-3%
CCCS(=O)(=O)N1CCCC(C(=O)NCCCN(C)Cc2ccccc2)C1 (stereo not given)	5%	4	-30	-7%
O=C(CCc1nc2ccccc2[nH]c1=O)OCC(=O)N1CCc2ccccc21	3%	-2	?	3%
Fc1ccc(N2CCN(C(c3cccs3)c3nnnn3C3CCCC3)CC2)cc1 (stereo not given)	0%	7	-8	-1%
Cc1cc(OCC(=O)Nc2ccncc2)ccc1Br	10%	11	?	-1%
Cc1nc(SCC(=O)Nc2ccc(C)c(F)c2)c2oc3ccccc3c2n1	10%	?	-3	-5%
Cc1noc(C)c1S(=O)(=O)N1CCC(C(=O)N2CCN(c3ccc(Cl)cc3)CC2)CC1	6%	1	?	-6%

This is a subset, so the mix of outcomes need not match the whole.
